TRHR enhancer = TRH receptor (human) allosteric enhancement | P34981 | TRHR cells, fluo-8 calcium fluorescence, EC20 TRH enhancement | enhancement, % at 2 µM | hit rate 0.66% among 360,000 | AID 493056; in the data active = enhancement above about 30%; note: 0% is about no effect
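TRHR-expressing cells loaded with fluo-8 calcium dye were read kinetically (ex 480/em 530) during compound addition, then stimulated with an EC20 of TRH (10 nM final). Enhancement of the Gq-mediated intracellular calcium response was scored.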
RXFP1 antagonist = RXFP1 (human) relaxin receptor antagonism | Q9HBX9 | HEK293-RXFP1, relaxin-stimulated cAMP HTRF, 30 min; active compounds read low | activity change, negative = inhibition, % at 57.5 µM | hit rate 0.59% among 350,000 | AID 1259400;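 active = activity change of -60% or lower, but not beyond a set lower limit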; note: % is set by controls: 0 for no effect and ±100 for the full control effect
D1 PAM = potentiators of human D1 dopamine receptor | P21728 | HEK293 TREx D1 cells, calcium flux, dopamine EC20 potentiation | potentiation, % at 10 µM | hit rate 0.036% among 360,000; in the data active = potentiation above about 30%; note: 0% is about no effect
Target sequence (P21728 whole entry, looked up): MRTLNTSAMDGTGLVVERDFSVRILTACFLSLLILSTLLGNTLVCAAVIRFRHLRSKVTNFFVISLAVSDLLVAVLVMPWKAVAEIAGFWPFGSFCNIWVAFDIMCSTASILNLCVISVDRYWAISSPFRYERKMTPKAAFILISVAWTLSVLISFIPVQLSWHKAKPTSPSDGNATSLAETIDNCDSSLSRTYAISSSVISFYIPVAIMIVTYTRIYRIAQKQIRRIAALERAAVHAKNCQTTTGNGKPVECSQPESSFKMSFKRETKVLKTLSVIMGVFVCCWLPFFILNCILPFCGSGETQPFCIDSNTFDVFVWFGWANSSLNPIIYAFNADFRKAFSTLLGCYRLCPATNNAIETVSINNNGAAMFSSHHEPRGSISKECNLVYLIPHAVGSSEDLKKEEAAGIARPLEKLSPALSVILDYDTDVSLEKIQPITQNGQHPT
D2 antag = antagonists of human D2 dopamine receptor; HEK293 TREx D2 cells, calcium flux, dopamine EC80; inhibition, % at 10 µM; hit rate 2% among 340,000; in the data active = inhibition above about 30%; note: 0% is about no effect
Target sequence (P14416 whole entry, looked up): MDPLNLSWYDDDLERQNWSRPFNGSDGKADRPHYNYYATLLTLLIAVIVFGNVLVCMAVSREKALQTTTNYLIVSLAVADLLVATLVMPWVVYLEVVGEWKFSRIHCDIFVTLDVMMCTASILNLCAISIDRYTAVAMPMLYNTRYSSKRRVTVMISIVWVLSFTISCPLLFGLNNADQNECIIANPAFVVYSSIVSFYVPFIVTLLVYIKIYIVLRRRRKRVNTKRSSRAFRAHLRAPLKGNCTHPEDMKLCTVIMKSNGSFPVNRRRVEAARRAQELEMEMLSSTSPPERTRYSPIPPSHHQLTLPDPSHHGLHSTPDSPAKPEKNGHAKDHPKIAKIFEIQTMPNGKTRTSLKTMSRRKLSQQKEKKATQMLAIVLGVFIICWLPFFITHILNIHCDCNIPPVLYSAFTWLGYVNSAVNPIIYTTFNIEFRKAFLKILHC
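HEK293 T-REx D2 cells, tet-induced, calcium dye no-wash. Cpd pintool add, 180 s kinetic, then EC80 DA, 180 s kinetic. Ca flux read.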
D1 agonist = activates the human D1 dopamine receptor; P21728; HEK293 T-REx D1 cells, calcium flux, agonist mode; activation, % at 2 µM; hit rate 1% among 360,000; AID 504660; note: 0% is about no effect
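Tetracycline-induced HEK293 TREx D1 cells, force-coupled to calcium signalling, were dye-loaded with a no-wash calcium kit. Compound was pin-added after a 10 s baseline. Fluorescence was read kinetically at 1 cycle/s for 180 s, with calcium rises flagged as agonism.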
D2 agonist = D2 dopamine receptor (human) agonism; hit rate 0.53% among 340,000; HEK293 T-REx D2 cells, calcium flux agonist mode; P14416; activation, % at 2 µM;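 active = activation over 3 SD above normal in the single-dose calcium agonist read, cut at about 30% in these data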; note: 0% is about no effect
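HEK293 Trex D2 cells, tetracycline-induced, o/n 30 C 5% CO2; no-wash Ca dye, RT 30–90 min; 10-cycle baseline, 23 nl cpd added, kinetic Ca read 180 s; agonist hits = positive Ca response.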
D1 antag = blocks dopamine activation of the human D1 receptor | P21728 | HEK293 TREx D1 cells, calcium flux, dopamine EC80; active compounds read low | activity change, negative = inhibition, % at 10 µM | hit rate 3.2% among 360,000 | AID 504652; in the data active = activity change below about -30%; note: % is set by controls: 0 for no effect and ±100 for the full control effect
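Inducible Hek293 Trex D1 cells (tetracycline, overnight, 30 C). Calcium dye 30–90 min RT. Antagonist mode: EC80 dopamine added after 180 s compound read.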
TRHR ag = activates the human TRH receptor. TRHR cells, calcium flux fluo-8, FDSS agonist mode. P34981. activation, % at 2 µM. AID 493084. hit rate 0.18% among 360,000; note: 0% is about no effect
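TRHR-expressing cells, plated overnight in medium with 10% serum, were loaded with fluo-8 calcium dye at room temperature. After a 10 s baseline, library compound was pin-added and calcium release was recorded kinetically (ex 480/em 530) as agonist response.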
D2 potentiator = positively modulates the human D2 dopamine receptor allosterically. AID 485347. HEK293 T-REx D2, calcium flux, EC20 dopamine potentiation. potentiation, % at 10 µM. hit rate 0.34% among 340,000. P14416;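 active = potentiation over 3 SD above the plate norm, cut at about 30% in these data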; note: 0% is about no effect
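Tetracycline-induced HEK293 T-REx cells force-coupled to calcium signalling expressed D2; compounds were pin-added after a 10 s baseline, read kinetically 180 s, then an EC20 dopamine challenge followed with a further 180 s calcium read.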
The depositor's hits bear a star; · = not tested or not shown. Cut-off read from the data, not from the text of the source, unless noted: active = activation above about 30%; inactive = the rest. This is a random part of the collection; 7.1% or so of the library scored in one or more.

Each structure is followed by: TRHR enhancer	RXFP1 antagonist	D1 PAM	D2 antag	D1 agonist	D2 agonist	D1 antag	TRHR ag	D2 potentiator
Cc1ccc(NS(=O)(=O)c2cccc(C(=O)NNC(=O)c3cccn3C)c2)c(C)c1
    4	-3	-7	8	3	-1.0	-4	-0.5	4
CC(C)C[C@H]1CN=C(Nc2ccccc2)N1CCC1CCCCC1
    -6	·	-6	9	5	-0.7	-9	0.9	3
CCN(CC)S(=O)(=O)c1cc(NC(=O)CCCOc2ccc(C(C)=O)cc2)ccc1C
    -2	-2	-4	8	7	-0.9	-14	0.4	1
C=CCn1c(=N)n(CC(=O)c2ccc(Cl)cc2)c2ccccc21
    6	-10	-7	14	2	0.1	-5	0.0	-14
C=CCNc1nc2c(c(=O)[nH]c(=O)n2C)n1CCCCC
    9	2	-6	-3	2	-2.1	4	-0.3	4
Cc1c2cnn(CC(=O)Nc3cccc(C(F)(F)F)c3)c(=O)c2c(C)n1Cc1ccccc1F
    -2	-7	0	-9	4	0.5	-11	0.9	-9
Cc1cc([N+](=O)[O-])ccc1NC(=O)C(C)NC1CCCCC1 (stereo not drawn)
    11	-6	0	-9	2	-1.1	-6	-2.9	-7
O=C(NCc1cccs1)c1cccnc1SCCS(=O)(=O)c1ccc(C(F)(F)F)cn1
    1	-22	-1	-12	2	-0.1	5	0.0	-4
NC(=O)CC(NC(=O)c1ccccc1)c1ccc(N2CCC(N3CCCC3)CC2)c([N+](=O)[O-])c1 (stereo not drawn)
    -5	·	-4	25	2	2.2	2	0.3	3
N/C(=N\OC(=O)COc1ccc2ccccc2c1)c1ccncc1
    -1	2	2	-1	14	-0.6	-14	-1.1	4

Each structure is followed by: TRHR enhancer	RXFP1 antagonist	D1 PAM	D2 antag	D1 agonist	D2 agonist	D1 antag	TRHR ag	D2 potentiator
Cc1sc2ncnc(N3CCC(C(=O)Nc4ccc(F)cc4Cl)CC3)c2c1C
    1	1	-7	·	3	·	13	-0.2	·
COc1ccccc1CCC(=O)Oc1ccc(C#N)cc1OC
    2	0	8	-2	2	0.3	4	2.4	12
COC(=O)CN(C#N)c1nc(NCc2ccccc2)nc(OC)n1
    1	-1	-1	-6	4	0.7	17	0.9	10
CSc1ccccc1NC(=O)c1ccccc1C
    0	0	3	-10	0	-0.3	-2	-1.0	9
O=C(COC(=O)C1CCN(c2ccc(C(F)(F)F)cn2)CC1)NC1CCCCC1
    -11	7	-4	16	3	-1.6	-18	-0.6	-12
COc1cccc(-c2nnn(CCC(=O)O)n2)c1
    -7	-1	-10	5	0	0.1	-40*	-0.4	-4
Cc1c(Cl)cccc1NC(=O)C(=O)NNS(=O)(=O)c1ccc(F)cc1
    -1	6	-1	2	0	-0.9	-5	-0.1	2
COc1ccc2oc(=N)c(C(=O)Nc3cccc(C)c3C)cc2c1
    0	2	-2	·	0	·	-9	0.1	·
O=C(NCCS(=O)(=O)N1CCN(c2ccccc2F)CC1)c1ccco1
    -3	-7	-2	-3	0	-1.0	1	-0.3	-3
O=C1CCN(Cc2ccccc2)S(=O)(=O)c2ccc(F)cc21
    21	·	2	6	0	0.4	·	-0.6	11

Each structure is followed by: TRHR enhancer	RXFP1 antagonist	D1 PAM	D2 antag	D1 agonist	D2 agonist	D1 antag	TRHR ag	D2 potentiator
Oc1c(Cl)cc(Cl)cc1CNc1ccccn1
    -7	-18	-6	10	3	0.9	-10	-1.2	4
O=C(/C=C1\NCC2c3ccccc3CCN2C1=O)c1ccccc1 (stereo not drawn)
    4	4	1	29	5	0.3	7	-1.0	-18
Cc1ccc(NC(=O)c2ccc3c(c2)OCCO3)cc1S(=O)(=O)Nc1cccc(Cl)c1
    -5	-25	-1	31*	24	1.4	-7	0.5	-4
CCCc1nnc(NC(=O)COc2ccc3c(c2)OCO3)s1
    1	6	-6	-1	4	-2.2	1	-0.5	-13
Cc1c(C#N)c2ccccc2n1CC(=O)NCCc1c[nH]c2ccccc12
    -5	·	-7	-2	11	0.3	13	0.6	-11
CSCC[C@H](NC(=O)OC(C)(C)C)C(=O)N1CCC(C(=O)NCC(=O)Nc2ccc(C)cc2)CC1
    11	4	-1	·	3	·	-3	-1.0	0
O=C(NCc1ccc2c(c1)OCO2)C1CC(=O)N(c2ccc(Cl)cc2)C1 (stereo not drawn)
    -2	-22	-1	·	1	·	9	-0.8	·
O=C(c1cc(C(=O)NCCc2ccccc2)c(=O)n(CCc2ccccc2)c1)c1cc(Cl)ccc1O
    2	-3	-4	·	4	·	-13	0.3	·
O=C1N=c2ccccc2=C1c1c(O)[nH]c2c(C(F)(F)F)cccc12
    9	-10	1	-10	0	1.2	8	0.5	-1
CCOC(=O)c1cc2sc(C)cc2n1CCCN1C(=O)c2ccccc2C1=O
    6	-8	1	-4	1	1.5	7	-0.6	17

Sorted by value in D1 agonist (largest number first): four of the compounds above
| canonical_smiles | D1 agonist |
| --- | --- |
| Cc1c(C#N)c2ccccc2n1CC(=O)NCCc1c[nH]c2ccccc12 | 11 |
| O=C(/C=C1\NCC2c3ccccc3CCN2C1=O)c1ccccc1 (stereo not drawn) | 5 |
| Oc1c(Cl)cc(Cl)cc1CNc1ccccn1 | 3 |
| CCOC(=O)c1cc2sc(C)cc2n1CCCN1C(=O)c2ccccc2C1=O | 1 |

Other results
Each structure is followed by: TRHR enhancer	RXFP1 antagonist	D1 PAM	D2 antag	D1 agonist	D2 agonist	D1 antag	TRHR ag	D2 potentiator
CC(Oc1ccc(F)cc1)C(=O)Oc1ccc(N(C)S(=O)(=O)c2ccccc2)cc1 (stereo not drawn)
    -9	-5	-1	-7	16	-0.1	17	2.0	-8
O=C(CCl)NN1C(=O)NC(c2ccccc2)(c2ccccc2)C1=O
    -1	0	-6	4	3	0.0	3	-0.1	6
CCOC(=O)c1c(-c2ccccc2)oc2ccc(NS(=O)(=O)c3ccc(OC)cc3)cc12
    -4	-32	-1	·	4	-1.5	0	0.2	·
C=CCC1c2cccc(C(=O)O)c2C(=O)N1c1cccc(C)c1 (stereo not drawn)
    6	-17	4	32*	2	0.0	-5	0.4	9
O=C1c2ccccc2C(=O)N1CCC#Cc1ccc2cc(C3(O)CCCCC3)oc(=O)c2c1
    -4	·	-4	-4	2	2.7	·	0.5	5
O=C(Cc1nnc(NC(=O)c2ccccc2)s1)N/N=C/c1ccco1
    16	-9	-2	-8	3	0.9	4	-0.1	-3
COc1ccc(-c2cc(C(=O)OCC(=O)NC3CC3)c3ccccc3n2)cc1
    -9	1	-6	-16	4	-0.1	5	-0.4	15
CCc1c(C)sc(NC(=O)c2cccs2)c1C(N)=O
    3	-4	7	7	1	2.9	6	0.8	-4
O=C1C2C(C(=O)N1Cc1ccco1)C1C=CC2C12CC2 (stereo not drawn)
    -2	11	5	9	1	2.0	-22	0.0	10
NC(=O)NN=C1C2CCCC1C(c1ccccc1)NC2c1ccccc1 (stereo not drawn)
    -3	-19	-1	0	1	2.5	-3	0.5	10

Each structure is followed by: TRHR enhancer	RXFP1 antagonist	D1 PAM	D2 antag	D1 agonist	D2 agonist	D1 antag	TRHR ag	D2 potentiator
CC(C)C[C@H](NC(=O)c1nc[nH]c1C(=O)N1CCc2ccccc2C1)C(=O)OCc1ccccc1
    -1	·	0	-1	1	0.1	18	0.3	-9
CC1(C)CC2CC(C)(CN2C(=O)c2cccs2)C1 (stereo not drawn)
    -8	0	-1	-7	-1	0.5	27	-0.5	-5
COc1cc(Nc2nc3ccc(Cl)cc3nc2-n2nc(C)cc2C)cc(OC)c1
    -3	-2	-1	·	1	0.3	2	1.1	0
CCCCCCCCCCC(=O)Nc1cccnc1
    4	·	-9	8	1	0.7	-7	-0.2	6
COc1ccc(C(=O)NC(C(=O)NCc2ccccc2OC)C(C)C)cc1 (stereo not drawn)
    -3	0	-8	4	-1	-0.5	-13	1.1	-4
Nc1nonc1C(=O)OCC(=O)N1CCOCC1
    3	8	2	-16	4	0.3	-18	0.2	7
Cc1cc(NC(=O)CCC(=O)N(c2ccc(C)c(F)c2)C(C(=O)NC2CCCC2)c2ccco2)no1 (stereo not drawn)
    -2	-24	-7	·	1	·	11	-1.0	-1
COc1ccc(OC)c(NC(=O)c2cccc(NC(=O)c3ccccc3)c2)c1
    -7	-21	-3	9	4	0.9	-18	-1.0	7
COc1ccccc1/C=C/C=NC1C(=O)N(c2ccccc2)[N+](C)=C1C (stereo not drawn)
    -3	-14	-1	-6	0	-1.4	-9	-0.1	5
O=C(NC1=NCCS1)c1ccccc1OCc1ccccc1Cl
    0	3	-1	4	0	-0.9	1	-0.9	21

Each structure is followed by: TRHR enhancer	RXFP1 antagonist	D1 PAM	D2 antag	D1 agonist	D2 agonist	D1 antag	TRHR ag	D2 potentiator
N#Cc1ccc(-c2ccccc2)nc1SCC(=O)c1cccc(Cl)c1
    4	7	7	-17	2	-1.5	5	1.0	5
COc1cc(/C=C2\C(=O)NN(c3ccccc3)C2=O)cc([N+](=O)[O-])c1O
    2	-25	-4	·	1	·	1	3.0	·
CC1(C)CC(=O)C2=C(C1)OC(N)=C(C#N)C2C1CC=CCC1 (stereo not drawn)
    -6	-2	-2	-16	-1	0.3	15	-0.2	5
COc1ccccc1NC(=O)CSc1nnc2ccccn12
    -7	8	-2	-12	0	0.5	0	0.4	-8
Cn1c(N)c(C(=O)c2ccc(Cl)cc2)c(=O)n(C)c1=O
    30	4	5	7	0	0.3	-4	0.6	7
CC(C)=CCSc1nnc(CCNC(=O)OC(C)(C)C)o1
    10	5	-1	0	2	-2.5	-1	-0.2	19
CCSC1=N/C(=C\c2ccc(-c3ccccc3[N+](=O)[O-])o2)C(=O)S1
    5	-4	0	12	9	0.3	-3	21	-6
COCCNC(=O)[C@@]1(C)C=C[C@@H](Cc2ccccc2)N1C(=O)c1ccccc1
    6	·	0	7	-1	0.7	-2	-0.5	-8

Screens as filed in PubChem BioAssay.
